All columns: NCI-60 one-dose screen, growth in % after 48 h at 10 µM unless noted; 100 = growth as untreated, 0 = no growth, -100 = all killed.
BT-549 = BT-549 breast cancer; 78,000 tested, 4.4% active; AID 1794793
UACC-62 = UACC-62 melanoma; 81,000 tested, 5.4% active; AID 1794756
T-47D = T-47D breast cancer. 79,000 tested, 5% active. AID 1794792
HS 578T = HS 578T breast cancer | 78,000 tested, 4.1% active
UACC-257 = UACC-257 melanoma. 78,000 tested, 4.4% active. AID 1794764
SK-MEL-2 = SK-MEL-2 melanoma; 77,000 tested, 4.7% active; AID 1794763
SK-MEL-28 = SK-MEL-28 melanoma | AID 1794761 | 81,000 tested, 4.1% active
MALME-3M = MALME-3M melanoma. 78,000 tested, 5.8% active. AID 1794766
Starred values were filed as active, the others as inactive; x = no result given; [ ] = remark or other dose. Rule for the calls: active = growth percent below 10; inactive = the rest.

SMILES	BT-549	UACC-62	T-47D	HS 578T	UACC-257	SK-MEL-2	SK-MEL-28	MALME-3M
O=C(CN1CCN(c2cc3c(cc2F)c(=O)c(C(=O)O)cn3C2CC2)CC1)NCc1ccccc1	90	96	85	97	105	91	99	90
COc1cccc(C(=O)N(c2ccc(OC(F)(F)F)cc2)C(C(=O)NC(C)(C)C)c2cc3c(C)cc(C)cc3nc2Cl)c1 (centres undefined)	105	69	54	83	96	84	94	96
O=C(Nc1ccc(Cl)c(Cl)c1)Nc1c(Oc2ccc(Cl)c(Cl)c2)ccc(Cl)c1S(=O)(=O)O	x	32	51	-5.8*	62	-1.8*	55	x
O=C(Nc1ccc(Br)cc1)Nc1ccc(F)c(C(=O)c2c[nH]c3ncccc23)c1F	x	61	96	88	105	98	102	91
COc1ccc(-c2nn(-c3cccc(Cl)c3)cc2-c2c(C#N)c(N)nc3c2-c2ccccc2C3=O)cc1	98	100	105	102	131	93	102	116
C/C(=C\[C@H]1C[C@](C)(O)[C@H]2[C@@H](C[C@@]3(C)[C@@H]4CC=C5[C@@H](CC[C@H](O)C5(C)C)[C@]4(C)C(=O)C[C@]23C)O1)CO	114	91	94	105	x	122	123	101
COc1ccc(S(=O)(=O)NCCCNc2nccc(-c3c(-c4ccc(F)cc4)nc4sccn34)n2)cc1	71	49	24	83	68	x	73	58
C[C@]12C[C@H](c3ccc(OS(N)(=O)=O)cc3)C3=C4CCC(=O)C=C4CC[C@H]3[C@@H]1CC[C@@]2(O)C(F)(F)C(F)(F)F	104	85	69	95	91	88	104	113
O=C(Nc1c(Cl)cccc1Cl)Oc1cccc2cccnc12	79	20	30	91	-8.6*[100 µM]	80	74	53
CSc1nc2ccc(C)cc2cc1Cc1cc(-c2ccccc2)n[nH]c1=O	106	82	77	99	103	86	108	102
COc1cc2c(cc1OC)C(=O)/C(=C/c1cccc(/C=C/c3ccc4ccc(Cl)cc4n3)c1)C2	86	89	66	94	75	100	79	33
CCc1ccc(OC(C)=O)cc1	x	93	100	102	81	x	103	107
Nc1nc2c(C(=O)Nc3ccccc3)c(Nc3ccccc3)nn2c(Nc2ccccc2)c1-c1nc2ccccc2s1	110	69	54	92	54	x	87	79
CCCc1cc(=O)[nH]c(SCC(=O)c2ccc(C)cc2)n1	93	103	97	104	103	91	106	98
CC1=C(C(=O)Nc2ccc(F)cc2)C(c2ccc(Cl)cc2)n2ncnc2N1 (centres undefined)	103	95	105	122	98	96	116	94
CC1(C)OC(=O)C(=Cc2ccc(F)cc2)C(=O)O1	99	101	105	99	119	120	106	83
CCCS(=O)(=O)Nc1ccc(C(=O)CC2(O)C(=O)Nc3ccc(F)cc32)cc1 (centres undefined)	114	87	95	113	100	109	111	99
O=C(N/N=C/c1c[nH]c2ccccc12)c1cc(-c2ccccc2)on1	90	63	77	94	102	101	106	95
CC1C(=O)c2ccccc2CC1C(=O)O (centres undefined)	105	116	102	119	93	x	114	x
O=[N+]([O-])c1ccc(N/N=C(\C(=N/Nc2ccc([N+](=O)[O-])cc2[N+](=O)[O-])c2ccccc2)c2ccccc2)c([N+](=O)[O-])c1	x	x	x	74	95	96	101	66
Clc1ccc2ncccc2c1	110	99	96	99	x	121	109	90
Nc1nc(-c2nnc(Nc3ccc(Cl)cc3)s2)cs1	96	115	94	123	117	102	116	97
Oc1ccccc1-n1c(-c2ccccc2)ccc1-c1ccccc1	x	61	47	70	70	67	78	62
Cc1cc(N(CCO)c2ccccc2)nc(N)n1	105	85	98	108	81	91	108	120
COc1ccc(CSC(=N)N)cc1	87	104	100	x	102	104	112	136
Nc1nc(SCc2ccccc2Cl)c(-c2ccccc2)c(SCc2ccccc2Cl)n1	113	100	58	93	92	120	101	110
CN1CCN(Cc2cn(-c3ccc(S(N)(=O)=O)cc3)nn2)CC1	100	102	107	102	109	110	116	102
O=C(c1ccccc1)C(Cl)c1ccccc1 (centres undefined)	124	82	81	92	86	79	110	x
COc1cccc(C(=O)Nc2ccc3c(c2)CN(C2CCC(=O)NC2=O)C3=O)c1 (centres undefined)	68	71	96	96	104	107	108	96
O=C1N(Cl)C2C(N1Cl)N(Cl)C(=O)N2Cl (centres undefined)	83	96	94	115	101	99	111	112
N#CCCN=Nc1c(O)[nH]c2ccc(F)cc12	108	102	96	98	118	101	107	99
O=C(CN1CCOCC1)Nc1ccc(-n2cc(-c3ccncc3)c(-c3ccc(Cl)c(O)c3)n2)cc1	104	102	95	107	101	107	101	101
CC(=O)Nc1ccc(S(=O)(=O)N(c2nccnc2Cl)S(=O)(=O)c2ccc(NC(C)=O)cc2)cc1	x	90	96	113	108	105	91	107
COc1cc(-c2cc(C(=O)Nc3nc4ccc(Cl)cc4s3)nc3cc(-c4ccccc4)nn23)cc(OC)c1OC	116	97	102	108	101	115	101	123
CC/C(=C(\c1ccc(OCCN2CCCCC2)cc1)c1ccc(OC(=O)C2CCCCC2)cc1)c1ccccc1	95	89	76	108	99	103	104	106
COc1ccc(NC(=O)CCn2cnc3c2c(=O)n(C)c(=O)n3C)cc1	103	x	91	102	x	100	115	105

Some of the entries above, set out differently:
Results follow in this order: BT-549 | UACC-62 | T-47D | HS 578T | UACC-257 | SK-MEL-2 | SK-MEL-28 | MALME-3M
CC1(C)OC(=O)C(=Cc2ccc(F)cc2)C(=O)O1
→ 99 | 101 | 105 | 99 | 119 | 120 | 106 | 83
CCCS(=O)(=O)Nc1ccc(C(=O)CC2(O)C(=O)Nc3ccc(F)cc32)cc1 (centres undefined)
→ 114 | 87 | 95 | 113 | 100 | 109 | 111 | 99
O=C(N/N=C/c1c[nH]c2ccccc12)c1cc(-c2ccccc2)on1
→ 90 | 63 | 77 | 94 | 102 | 101 | 106 | 95
CC1C(=O)c2ccccc2CC1C(=O)O (centres undefined)
→ 105 | 116 | 102 | 119 | 93 | x | 114 | x
O=[N+]([O-])c1ccc(N/N=C(\C(=N/Nc2ccc([N+](=O)[O-])cc2[N+](=O)[O-])c2ccccc2)c2ccccc2)c([N+](=O)[O-])c1
→ x | x | x | 74 | 95 | 96 | 101 | 66
Clc1ccc2ncccc2c1
→ 110 | 99 | 96 | 99 | x | 121 | 109 | 90
Nc1nc(-c2nnc(Nc3ccc(Cl)cc3)s2)cs1
→ 96 | 115 | 94 | 123 | 117 | 102 | 116 | 97
Oc1ccccc1-n1c(-c2ccccc2)ccc1-c1ccccc1
→ x | 61 | 47 | 70 | 70 | 67 | 78 | 62
Cc1cc(N(CCO)c2ccccc2)nc(N)n1
→ 105 | 85 | 98 | 108 | 81 | 91 | 108 | 120
COc1ccc(CSC(=N)N)cc1
→ 87 | 104 | 100 | x | 102 | 104 | 112 | 136
Nc1nc(SCc2ccccc2Cl)c(-c2ccccc2)c(SCc2ccccc2Cl)n1
→ 113 | 100 | 58 | 93 | 92 | 120 | 101 | 110
CN1CCN(Cc2cn(-c3ccc(S(N)(=O)=O)cc3)nn2)CC1
→ 100 | 102 | 107 | 102 | 109 | 110 | 116 | 102
O=C(c1ccccc1)C(Cl)c1ccccc1 (centres undefined)
→ 124 | 82 | 81 | 92 | 86 | 79 | 110 | x
COc1cccc(C(=O)Nc2ccc3c(c2)CN(C2CCC(=O)NC2=O)C3=O)c1 (centres undefined)
→ 68 | 71 | 96 | 96 | 104 | 107 | 108 | 96
O=C1N(Cl)C2C(N1Cl)N(Cl)C(=O)N2Cl (centres undefined)
→ 83 | 96 | 94 | 115 | 101 | 99 | 111 | 112
N#CCCN=Nc1c(O)[nH]c2ccc(F)cc12
→ 108 | 102 | 96 | 98 | 118 | 101 | 107 | 99
O=C(CN1CCOCC1)Nc1ccc(-n2cc(-c3ccncc3)c(-c3ccc(Cl)c(O)c3)n2)cc1
→ 104 | 102 | 95 | 107 | 101 | 107 | 101 | 101
CC(=O)Nc1ccc(S(=O)(=O)N(c2nccnc2Cl)S(=O)(=O)c2ccc(NC(C)=O)cc2)cc1
→ x | 90 | 96 | 113 | 108 | 105 | 91 | 107

Continuation:
SMILES	BT-549	UACC-62	T-47D	HS 578T	UACC-257	SK-MEL-2	SK-MEL-28	MALME-3M
O=C=Nc1ccc(N=Nc2ccccc2)cc1	87	96	66	94	92	102	119	107
Fc1ccc(-c2ncnc3c2ncn3C/C=C/CCl)cc1	100	85	92	107	87	88	102	x
Clc1ccccc1/C=C/c1nn2c(-c3cccc(Br)c3)nnc2s1	101	94	95	92	96	111	105	90
CCn1c(SCC(=O)c2ccc(C)cc2)nnc1-c1ccncc1	110	101	104	104	107	111	109	106
C/C([O-])=c1\c(C)nn2ccc[n+]12	97	102	88	117	118	113	131	92
CCOC(=O)c1c(C)n(-c2ccccc2)c2c1c(-c1ccccc1)nc1ccccc12	106	75	96	86	95	93	103	128
CCSCCC(NC(C)=O)/C(C)=N/NC(N)=S (centres undefined)	x	96	69	92	93	92	111	91
CCOc1ccc(N2C(=O)N(c3ccc(OC)cc3)C(=O)C2=S)cc1	78	94	89	98	92	110	105	109
N[C@@H](Cc1c[nH]c2ccccc12)C(=O)Nc1nncs1	85	93	88	103	109	133	97	101
[2H]C([2H])([2H])Oc1cc(F)ccc1/C=C/C(=O)/C=C(/C=C/c1ccc(F)cc1OC([2H])([2H])[2H])OB(F)F	37	21	33	46	49	48	30	33
CCOC(=O)C1=CSC2=NC(C)=CC(c3ccc(Cl)cc3)N12 (centres undefined)	105	107	102	126	95	105	103	112
O=S(=O)(Nc1ccc2[nH]ccc2c1)c1cc(C(F)(F)F)cc(C(F)(F)F)c1	108	68	90	96	100	105	110	89

2 of these compounds in another layout.
Each structure is followed by: BT-549 | UACC-62 | T-47D | HS 578T | UACC-257 | SK-MEL-2 | SK-MEL-28 | MALME-3M
> CC1=C(C(=O)Nc2ccc(F)cc2)C(c2ccc(Cl)cc2)n2ncnc2N1 (centres undefined)
  103 | 95 | 105 | 122 | 98 | 96 | 116 | 94
> CC1(C)OC(=O)C(=Cc2ccc(F)cc2)C(=O)O1
  99 | 101 | 105 | 99 | 119 | 120 | 106 | 83

Following part
SMILES	BT-549	UACC-62	T-47D	HS 578T	UACC-257	SK-MEL-2	SK-MEL-28	MALME-3M
CCOC(=O)c1cc2c(n1Cc1ccc(OC)cc1)-c1nc(N)sc1CCC2	94	68	57	81	69	92	115	102
COc1ccccc1NS(=O)(=O)c1ccc2oc(SC(C)C)nc2c1	88	60	67	95	72	66	115	82
COCCCNc1ncnc2c1cnn2C	98	x	93	110	x	110	110	97
N#CCCN(C(=O)Nc1ccccc1)C1CCCCC1	111	100	111	116	87	114	104	112
O=C(O)c1c[nH]c2nccnc12	100	115	100	103	100	105	95	110
S=C(Nc1cccc(Cl)c1)Nc1cccc(Cl)c1	88	88	72	109	93	98	112	109
CCCCCCCCCCCCCCCCCCOc1ccccc1CC(=O)NCC[N+]1(C)CCCC1	67	43	70	61	93	62	84	52
C=CCc1cc(-c2nc(N)nc(N)n2)cc(C)c1O	105	97	90	94	96	101	106	94
CCn1c2ccc(O)cc2c2c(C)c3c[n+](CCCCCC(N)=O)ccc3c(C)c21	77	98	73	100	x	88	96	83
COc1cccc2cc(-c3cc4ccccc4[nH]3)/c(=N/C(=S)Nc3ccccc3)oc12	95	76	x	25	x	91	80	79
COc1cc(N=Nc2cc(Cc3ccc(N(C)C)cc3)c(N)cc2N(C)C)c2ncccc2c1	30	-34*	-12*	18	-33*	29	16	-18*
COC(=O)c1c(C)cccc1C(=O)c1c(C)cc(C)cc1C	103	71	86	92	88	98	96	77
O=C1c2ccccc2C(=O)c2c1c(C(=O)C(F)(F)F)n1c2ccc2c3ccccc3ccc21	93	104	103	106	108	113	117	99
Cc1ccnc(NC(=O)Cn2cc(COc3ncnc4c3cnn4-c3ccccc3)nn2)c1	101	77	72	91	94	101	96	93
N/C(=N\O)c1ccc(Cl)cc1	82	106	99	88	94	89	110	112
COc1cc(C[C@H]2OC(=O)C=C2c2ccc(O)cc2OC)ccc1O	92	103	79	101	106	93	108	111
O=[N+]([O-])c1cccc(NCn2c(=S)sc3ccccc32)c1	x	92	100	98	110	90	104	70
CCn1cc(-c2ccnc(NCCNS(=O)(=O)c3ccc(Cl)cc3)c2)c(-c2cccc(OC)c2)n1	111	86	57	87	108	99	110	99
O=C1CC2CC=C(c3ccc(F)cc3)CN2C=C1c1ccccc1 (centres undefined)	112	89	61	98	73	89	112	108
O=C(Nc1ccc(Cl)c(Cl)c1)Nc1ccccc1O	105	43	51	106	78	77	107	114
CCCCCC/C(C=O)=C\c1ccccc1	111	99	99	107	101	105	110	103
Clc1cc(Cl)cc(N2N=C(c3ccc4c(c3)OCO4)CC2c2cccc(Nc3ccnc4cc(Cl)ccc34)c2)c1 (centres undefined)	98	109	83	x	80	x	101	98
CN(C)CCOc1ccccc1Cc1ccc(Cl)cc1Cl	94	92	69	78	98	109	94	89
